High-throughput results deposited in PubChem BioAssay by several laboratories.
BH1578 lux ind – inducers of Vibrio cholerae quorum light production without autoinducers, primary screen, BH1578 luxS cqsA deficient, single point; V. cholerae BH1578 lux reporter, luminescence, 6 h; activation, % at 18.7 µM; 350,000 compounds, 0.16% hits; AID 588436, 2011; in the data active means activation mostly above about 9.7%, no sharp cut-off; further: not every result past the cut was called active; inactives centre near 0; reference of the scale not given here
SSB-PriA inh – inhibitors of Klebsiella pneumoniae PriA binding to SSB C-terminal tail, primary screen, biochemical, AlphaScreen | PriA–SSB C-terminal tail interaction (Klebsiella pneumoniae) | AlphaScreen SSBct-PriA binding, biotinylated peptide | inhibition, % at 33 µM | 430,000 compounds, 0.6% hits; in the data active means inhibition mostly above about 37%, no sharp cut-off; inactive means mostly below about 20%;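 further: plate controls were negative control peptide for no effect and reference peptide for full effect; strong numbers were not always called active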
GDH-TPI inh – GDH-TPI coupling enzyme inhibitors, primary screen, artefact control for M. tuberculosis FBA inhibitor project, biochemical, absorbance, full deck; GDH-TPI coupled enzyme counterscreen, NADH absorbance; inhibition, % at 4.8 µM; 360,000 compounds, 1.2% hits; AID 588335, 2011; in the data active means inhibition above about 30%;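 further: 0% = DMSO wells and 100% = wells lacking the enzyme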
SARS 3CLpro inh – SARS-CoV 3CLpro protease inhibitors, primary screen, biochemical, quenched FRET; AID 1706, 2009; 290,000 compounds, 0.14% hits; Replicase polyprotein 1ab (Severe acute respiratory syndrome coronavirus), P0C6X7; recombinant SARS-CoV 3CLpro, quenched FRET peptide cleavage; inhibition, % at 6 µM; in the data active means inhibition above about 12%
Rv3671c protease – Rv3671c serine protease inhibitors, primary screen, biochemical, fluorescence polarization, M. tuberculosis H37Rv; inhibition, % at 5.96 µM; 320,000 compounds, 0.048% hits; AID 2606, 2010; in the data active means inhibition above about 38%;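 further: extracellular domain of Rv3671c used as enzyme; 0% = enzyme with DMSO and 100% = no enzyme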
Target sequence (P9WHR9 whole entry, looked up, the tested form may be a part): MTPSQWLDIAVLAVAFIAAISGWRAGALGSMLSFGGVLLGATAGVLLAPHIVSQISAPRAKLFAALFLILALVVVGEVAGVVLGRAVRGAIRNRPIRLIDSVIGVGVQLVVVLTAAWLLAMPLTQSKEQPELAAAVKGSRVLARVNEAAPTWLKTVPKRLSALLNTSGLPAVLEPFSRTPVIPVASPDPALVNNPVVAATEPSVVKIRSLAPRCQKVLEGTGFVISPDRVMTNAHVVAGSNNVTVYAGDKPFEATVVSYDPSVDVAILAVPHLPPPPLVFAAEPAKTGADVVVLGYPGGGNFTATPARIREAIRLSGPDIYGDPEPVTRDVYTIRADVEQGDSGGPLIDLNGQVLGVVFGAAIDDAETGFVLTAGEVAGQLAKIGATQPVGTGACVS
Mtb UGM inh – M. tuberculosis UGM enzyme inhibitors, primary screen, biochemical, fluorescence polarization, single point | inhibition, % at 10 µM | 320,000 compounds, 0.06% hits | UDP-galactopyranose mutase (Mycobacterium tuberculosis (strain ATCC 25618 / H37Rv)), … | purified UGM, fluorescence polarization probe displacement; in the data active means inhibition above about 10%, passing the limit was not always enough
Mtb FBA inh – Mtb FBA enzyme inhibitors, primary screen, biochemical, fluorescence, strain H37Rv | inhibition, % at 1 µM | purified M. tuberculosis FBA, fluorescence read-out | 360,000 compounds, 2.3% hits | AID 588726, 2011 | Fructose-bisphosphate aldolase (Mycobacterium tuberculosis (strain ATCC 25618 / H37Rv)), …; in the data active means inhibition above about 27%;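 further: 0% = vehicle and 100% = reference inhibitor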
Target sequence (P9WQA3 whole entry, looked up): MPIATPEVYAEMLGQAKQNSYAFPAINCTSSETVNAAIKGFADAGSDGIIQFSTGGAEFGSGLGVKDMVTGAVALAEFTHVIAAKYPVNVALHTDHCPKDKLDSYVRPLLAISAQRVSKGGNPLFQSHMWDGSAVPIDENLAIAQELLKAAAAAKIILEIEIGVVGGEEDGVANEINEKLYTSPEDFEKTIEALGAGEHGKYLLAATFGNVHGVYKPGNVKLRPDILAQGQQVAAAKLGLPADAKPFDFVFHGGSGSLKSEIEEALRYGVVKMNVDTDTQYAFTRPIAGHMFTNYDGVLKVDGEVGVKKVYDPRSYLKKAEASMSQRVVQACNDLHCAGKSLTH
MazEF act – activators of E. coli MazEF toxin-antitoxin RNase, primary screen, biochemical, fluorescence, uHTS; Endoribonuclease toxin MazF (Escherichia coli (strain K12)), P0AE70; FAM/BHQ RNA-DNA oligo cleavage fluorescence, 5 h; activation, % at 20 µM; 350,000 compounds, 0.32% hits; in the data active means activation above about 50%
Target sequence (P0AE70 whole entry, looked up): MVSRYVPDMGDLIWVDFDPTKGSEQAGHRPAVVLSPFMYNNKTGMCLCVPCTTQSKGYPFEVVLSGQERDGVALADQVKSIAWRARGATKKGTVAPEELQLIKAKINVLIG
VHR inh abs – VHR1 phosphatase inhibitors, primary screen, biochemical, absorbance, uHTS; inhibition, % at 13.3 µM; 290,000 compounds, 0.52% hits; Dual specificity protein phosphatase 3 (Homo sapiens), P51452; recombinant VHR phosphatase, pNPP absorbance; in the data active means inhibition above about 50%; further: some compounds called inactive have numbers as strong as hits
Target sequence (P51452 whole entry, looked up): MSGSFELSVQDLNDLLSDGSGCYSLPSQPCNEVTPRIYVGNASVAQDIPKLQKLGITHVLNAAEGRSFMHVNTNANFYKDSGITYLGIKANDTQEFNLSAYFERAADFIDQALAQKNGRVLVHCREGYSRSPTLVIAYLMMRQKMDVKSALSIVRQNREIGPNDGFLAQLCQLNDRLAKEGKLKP
Mtb BioA inh – M. tuberculosis BioA enzyme inhibitors, primary screen, biochemical, plate reader, single point, HTS; 360,000 compounds, 0.096% hits; 7,8-diaminopelargonic acid synthase BioA (Mycobacterium tuberculosis); inhibition, % at 9.99 µM; purified M. tuberculosis BioA enzyme; AID 602481, 2012; in the data active means inhibition above about 40%
* marks the source's active call; other numbers are inactive results; i = inactive; . = no result given; + = active, no number; & = joins results of further samples. Some of the compounds tested. The share of hits here may be higher or lower than overall.

SMILES	BH1578 lux ind	SSB-PriA inh	GDH-TPI inh	SARS 3CLpro inh	Rv3671c protease	Mtb UGM inh	Mtb FBA inh	MazEF act	VHR inh abs	Mtb BioA inh
COc1ccc(NC(=S)Nc2cccc(S(=O)(=O)N3CCCCC3)c2)cc1	-0.7	0	-4	-2	3	0.7	2	14	2	-1.4
Cc1cc(C)nc(/N=C2\NC(=O)CC(C(=O)O)N2c2ccc(Cl)cc2Cl)n1 (configuration not stated)	-0.6	.	6	-4	-4	0.6	3	-2	-3	.
COc1cc(-c2noc(C)c2/C=C/c2ccc(N)cc2)cc(OC)c1OC	-0.8	0	18	-4	2	-0.1	1	-10	9	-1.1
COc1ccc(-n2c3c(cc(C(=O)N4CCC(C)CC4)c2=O)C(=O)CC(C)(C)C3)cc1	i	-4	3	-4	0	2.2	0	2	5	1.7
O=C(c1ccco1)N1N=C(c2ccco2)CC1c1ccc(Cl)cc1Cl (configuration not stated)	-1.3	15&-4	18	.	-13	0.6	1	-6	.	3.1
O=C(COC(=O)COc1ccc(Cl)cc1Cl)NC1CCS(=O)(=O)C1 (configuration not stated)	i	0	1	.	8	4.6	2	8	.	0.4
c1ccc(COc2cccc(-c3cc4nc(NCCCn5ccnc5)ccn4n3)c2)cc1	-4.0	.	1	.	.	.	6	.	.	-2.6
Cc1ccsc1C(=O)N1CCCC(N(C)Cc2ccccc2)C1 (configuration not stated)	-0.2	3	3	0	-14	-1.7	-1	1	21	-1.6
COc1cccc(-c2c(C(=O)N/N=C/C3CC=CCC3)nnn2-c2nonc2N)c1 (configuration not stated)	0.9	.	5	9	-10	1.0	2	-6	9	0.0
CCCCC/C(=N\NC(=O)Nc1ccccc1)c1ccccc1	-0.4	.	10	-1	5	2.9	2	-14	12	.
N[C@@H](Cc1ccc(O)cc1)c1nnc([C@H](CC(=O)O)NC(=O)C2CCNCC2)o1	-5.0	7	8	4	-6	1.4	2	8	10	-1.2
O=C(Nc1ccc(S(=O)(=O)N2CCC(C(=O)NC3CCCCC3)CC2)cc1)c1ccco1	i	2	9	-3	-7	-1.6	-3	4	16	-1.8
CCc1ccc(OCC(=O)NNC(=O)C2CCN(c3ncnc4sc(C)c(C)c34)CC2)cc1	i	1	1	.	-2	1.5	-1	-4	.	0.3
CCCOc1ccc(S(=O)(=O)NCc2ccc(OC)cc2)cc1	i	-14	-4	-2	1	-1.2	0	-6	-11	-0.3
CCC(Oc1cc(Cl)ccc1Cl)C(=O)NN1C(=O)C2C3CCC(C3=C(C)C)C2C1=O (configuration not stated)	-0.3	-9	-1	4	-7	-2.5	6	4	13	0.7
O=C(Nc1cccc(OC(=O)N2CCCCC2)c1)N1CCCCC1	i	-5	4	6	-5	-0.7	-3	4	0	-1.2
Cc1cc(NC(=O)c2ccccc2)sc1C	-1.0	5	0	-2	-3	0.3	-7	3	25	0.2
COc1ccc(C(=O)Cn2c(N3CCCCC3)nc3c2c(=O)n(C)c(=O)n3C)cc1OC	i	-4	4	.	.	.	-2	3	.	.
CCc1ccc(/C(C)=N/NC(=O)CNC(=O)/C=C/c2ccco2)cc1	-2.0	.	9	.	4	2.3	-8	11	.	-0.7
CC(C)C1Cc2c(sc(NC(=S)NC(=O)c3ccccc3)c2C#N)CO1 (configuration not stated)	-0.6	0	1	3	9	-0.5	3	-5	26	.
CC(C)(C)OC(=O)N1CCC[C@H]1c1nnc(SCc2c(F)cccc2Cl)o1	-6.2	-16	-2	-1	2	2.2	1	-6	18	-1.3
CCN(CC)c1ccc(-n2c(O)c(C=C3N=c4ccccc4=N3)sc2=S)cc1	-0.3	-1	10	4	-10	2.3	-3	1	24	-0.6
CCOC(=O)C1CCN(c2ccccc2CN2CCN(c3ccccc3OCC)CC2)CC1	-0.5	-8	-4	-1	3	-1.5	-3	-5	-10	5.6
CC(=O)Oc1ccccc1C(=O)O	-0.4	-12	-5	.	9	1.5	11	0	.	0.2
O=C(N/N=C/c1ccc(Cl)s1)c1ccccc1[N+](=O)[O-]	-0.8	i	31*	-1	7	-0.6	0	3	8	5.1

Carrying on.
SMILES	BH1578 lux ind	SSB-PriA inh	GDH-TPI inh	SARS 3CLpro inh	Rv3671c protease	Mtb UGM inh	Mtb FBA inh	MazEF act	VHR inh abs	Mtb BioA inh
C/C=C(\C)CN1CCC(Oc2cc(C(=O)NC3CC3)ccc2OC)CC1	i	1	2	1	13	3.2	7	2	0	-6.3
COc1cc(C(=O)OCC(=O)NC2CC2)cc(OC)c1OC	i	-7	7	.	-7	-1.2	1	2	.	-0.9
CCCOc1cc(N(CC)CC)ccc1/C=C(/C#N)c1nc2ccc(C)cc2[nH]1	i	2	6	-1	-9	-1.1	-30	-504	-9	-6.1
COC(=O)c1ccc(OCC(O)CN2CCC(C)CC2)cc1 (configuration not stated)	-0.5	-2	9	-4	-11	-0.5	2	6	-13	-1.7
COc1ccc(CCNC(=O)C2CCN(S(=O)(=O)c3cnc[nH]3)CC2)cc1OC	6.7	-10	7	-1	-8	0.4	-3	3	4	-1.0
C=CCn1c(O)c(N=Nc2nc3ccccc3c(=O)n2-c2ccccc2)c2ccccc21	-1.5	-6	0	-3	2	-0.3	1	-6	7	-1.2
O=C(COC(=O)C1C2CC3OC(=O)C1C3C2)Nc1ccc(F)cc1 (configuration not stated)	-0.7	-16	-2	-2	-8	-0.1	6	4	2	.
O=C(COC(=O)/C=C/c1ccc([N+](=O)[O-])cc1)NCC1CCCCC1	i	7	1	.	1	0.2	5	3	.	-1.2
CC(C)N1CCN(Cc2cccc([N+](=O)[O-])c2)CC1	-0.2	-19	-7	2	3	0.7	4	4	4	.
COCCNC(=O)Cn1ccc2cc(S(=O)(=O)N3CCCCC3)ccc21	i	-1	-7	-2	1	2.0	2	3	11	-0.3
CCCNC(=O)CN(c1ccc(F)c(Cl)c1)S(C)(=O)=O	i	-10	12	2	10	-1.4	-1	-1	0	.
O=C1CCC(C(=O)N2CCCCO2)CN1CCc1ccccc1 (configuration not stated)	13	-2	0	-5	-4	-3.0	-3	2	-53	1.7
CCCCCCOC(=O)Sc1nc2ccccc2o1	-0.4	-15	3	8	-15	1.0	1	-8	10	.
Cc1cc(C)c(SCCc2ccncc2)c(C)c1	i	-41	7	-1	1	-0.5	-1	-4	16	-0.1
Cc1nn(-c2ccccc2)c2c1C(c1ccc3c(c1)OCO3)SCC(=O)N2 (configuration not stated)	i	9	-4	7	-3	-0.8	-2	7	-4	0.4
O=[N+]([O-])c1ccc(NC(=S)N2CCCC2)cc1	-0.4	-8	23	-8	0	-0.9	-2	7	51*	0.4
N=c1sccn1CC(=O)Nc1ccc(S(=O)(=O)N2CCOCC2)cc1	-1.7	-2	-7	-8	-4	-1.6	-13	1	12	0.4
COc1ccc(CCNC(=O)COC(=O)C23CC4CC(CC(C4)C2)C3)cc1	i	-20	11	2	-3	-1.4	3	-1	33	.
CCOC(=O)CC1C(=O)NCCN1C(=O)c1cc2c(=O)n3ccccc3nc2s1 (configuration not stated)	.	.	.	-1	0	-0.3	.	.	17	.
Nc1ccn(Cc2ccc(F)cc2)n1	i	0	-1	7	6	-3.5	2	0	31	0.2
CCOC(=O)N=Nc1c(O)n(C)c2ccccc12	i	0	13	3	10	-0.6	-1	5	10	-3.4
CC1CCN(Cc2cc(=O)oc3cc(O)c(Cl)cc23)CC1	-0.6	3	12	-1	6	0.8	+	2	33	1.4
O=C(C1=C(O)C(=O)N(c2ncccn2)C1c1cccc(Cl)c1)c1ccco1 (configuration not stated)	-1.0	6	15	0	0	-0.2	-1	1	11	-1.1
Cn1nccc1-c1coc2c(C(=O)NCC3CCOCC3)cccc12	-0.5	.	-2	.	.	.	-3	.	.	1.0
CCCCC[n+]1ccn(C2=C([O-])c3ccccc3C(=O)/C2=N\S(=O)(=O)c2ccc(Cl)cc2)c1	-0.8	.	-9	6	-11	0.2	-4	0	25	.

Part of the list above in order of number of heavy atoms, rising.
SMILES	BH1578 lux ind	SSB-PriA inh	GDH-TPI inh	SARS 3CLpro inh	Rv3671c protease	Mtb UGM inh	Mtb FBA inh	MazEF act	VHR inh abs	Mtb BioA inh
CCCNC(=O)CN(c1ccc(F)c(Cl)c1)S(C)(=O)=O	i	-10	12	2	10	-1.4	-1	-1	0	.
COC(=O)c1ccc(OCC(O)CN2CCC(C)CC2)cc1 (configuration not stated)	-0.5	-2	9	-4	-11	-0.5	2	6	-13	-1.7
O=C(COC(=O)C1C2CC3OC(=O)C1C3C2)Nc1ccc(F)cc1 (configuration not stated)	-0.7	-16	-2	-2	-8	-0.1	6	4	2	.
O=C(COC(=O)/C=C/c1ccc([N+](=O)[O-])cc1)NCC1CCCCC1	i	7	1	.	1	0.2	5	3	.	-1.2
COc1ccc(CCNC(=O)COC(=O)C23CC4CC(CC(C4)C2)C3)cc1	i	-20	11	2	-3	-1.4	3	-1	33	.

Remaining list, next part.
SMILES	BH1578 lux ind	SSB-PriA inh	GDH-TPI inh	SARS 3CLpro inh	Rv3671c protease	Mtb UGM inh	Mtb FBA inh	MazEF act	VHR inh abs	Mtb BioA inh
CNC(=O)c1c(Cl)cnn1-c1ccc(F)cc1	-0.6	-14	8	2	6	-2.6	1	2	-5	.
CC(C)NC(=O)N(C)C[C@H]1Oc2ccc(NC(=O)Cc3ccccc3)cc2C(=O)N([C@H](C)CO)C[C@@H]1C	-1.0	-11	4	.	9	-0.1	0	2	.	2.4&-1.1
Cc1ccc(Cl)cc1NC(=O)COC(=O)c1ccc(N2CCCC2)c([N+](=O)[O-])c1	.	.	.	-4	2	-1.9	.	.	-2	.
COc1cc(/C=C2/C(=O)NN(c3cccc(C)c3)C2=O)ccc1OC(=O)c1ccco1	0.9	-13	10	12	6	0.9	1	2	-4	-1.0
CC(C)CC1NC(=O)c2cccnc2-n2c1nc1cc(F)c(F)cc1c2=O (configuration not stated)	-2.3	.	8	.	.	.	-2	5	.	0.5
O=C(Nc1nnc(-c2ccccn2)o1)c1cccc(Cl)c1	i	-5	13	1	-8	0.6	-3	-1	6	.
CCOc1ccc2[nH]c(C(=O)N/N=C/c3ccc(OC)cc3)cc2c1	i	.	55*	0	.	2.4	7	8	20	-1.1
O=C1/C(=C/c2ccccn2)SC(=S)N1NS(=O)(=O)c1ccccc1	-0.6	-15	20	2	-2	3.8	0	-2	3	-1.1
Cc1cc(C)n(-c2ccc(C(=O)OCC(=O)Nc3ccccc3[N+](=O)[O-])cc2)n1	-6.2	-10	8	-4	7	2.4	1	-9	42	0.5
COCCNC(=O)C(c1ccc(F)cc1)N(Cc1ccco1)C(=O)CCC(=O)Nc1ccccn1 (configuration not stated)	i	-12	12	1	1	0.9	0	3	38	-0.1
Cc1c2cn[nH]c(=O)c2c(C)n1Cc1ccc(F)cc1	-0.4	-4	-1	3	8	2.2	2	-3	15	9.8
O=C(CCC(=O)N1CCN(S(=O)(=O)c2ccccc2)CC1)NC1CCCc2ccccc21 (configuration not stated)	-0.7	-12	-1	-2	-3	-1.7	0	7	17	0.7
O=C(NCc1nnc2n1CCCCC2)c1ccc(Cl)cc1Cl	.	-7	-11	-2	-3	-1.1	1	5	-4	0.7
O=C(CCn1c(SCC(=O)NCc2ccco2)nc2ccccc2c1=O)NCCc1ccccc1	-0.2	-4	0	0	-1	-0.4	0	3	32	-1.6
